PLCb3 inh – PLC-beta3 (human) inhibition, primary screen. Q01970. Purified PLC-beta3, fluorogenic substrate, fluorescence. inhibition, % at 12.2 µM. 370,000 compounds, 0.18% hits. AID 720704; in the data active means inhibition above about 11%;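 further: 0% = median of compound wells on plate and 100% = full blocker control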
ADAM17 inh – inhibits human ADAM17. P78536. recombinant ADAM17, EDANS/DABCYL FRET peptide cleavage. inhibition, % at 6.95 µM. 370,000 compounds, 0.83% hits;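 active means inhibition above the mean of compounds lying between control limits plus 3 SD, set per campaign, cut at about 8.5% in these data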;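 further: 0% = DMSO-only wells as the low control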
Target sequence (P78536 215-824 limits assumed): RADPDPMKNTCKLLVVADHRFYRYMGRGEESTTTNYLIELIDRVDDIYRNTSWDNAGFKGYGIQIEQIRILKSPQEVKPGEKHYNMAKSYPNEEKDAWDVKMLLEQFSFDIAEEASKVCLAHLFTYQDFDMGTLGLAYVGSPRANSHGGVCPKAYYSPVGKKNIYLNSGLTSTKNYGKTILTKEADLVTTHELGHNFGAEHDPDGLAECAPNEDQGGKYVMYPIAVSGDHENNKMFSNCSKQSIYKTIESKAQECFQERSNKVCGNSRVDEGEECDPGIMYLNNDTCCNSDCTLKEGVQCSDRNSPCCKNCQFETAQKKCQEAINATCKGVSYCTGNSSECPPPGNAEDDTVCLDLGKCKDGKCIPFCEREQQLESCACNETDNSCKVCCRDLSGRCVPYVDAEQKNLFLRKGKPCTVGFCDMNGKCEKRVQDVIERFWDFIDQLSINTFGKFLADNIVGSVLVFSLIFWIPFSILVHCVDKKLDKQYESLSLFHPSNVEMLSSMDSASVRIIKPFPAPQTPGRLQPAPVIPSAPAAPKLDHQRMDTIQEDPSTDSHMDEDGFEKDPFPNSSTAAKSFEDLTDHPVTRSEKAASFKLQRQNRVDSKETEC
PLCg1 inh – inhibitors of human phospholipase C gamma1. 370,000 compounds, 0.84% hits. P19174. inhibition, % at 12.2 µM. purified PLC-gamma1, fluorogenic substrate, fluorescence; in the data active means inhibition above about 9.5%
ADAM10 inh – ADAM10 inhibition, QFRET primary screen | O14672 | recombinant ADAM10, EDANS/DABCYL FRET peptide cleavage, 3 h | inhibition, % at 7 µM | 370,000 compounds, 0.62% hits | AID 720582;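 active means inhibition above a per-campaign cutoff equal to the mean of compounds falling between control-based bounds plus 3 SD, cut at about 20% in these data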;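 further: 0% = DMSO wells while the 100% control is not disclosed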
ASAP1 GAP inh – ASAP1 ArfGAP inhibition | AID 624377 | inhibition, % at 16.5 µM | 360,000 compounds, 0.19% hits | ASAP1-stimulated ARF1 GTP hydrolysis, GDP FP detection; in the data active means inhibition above about 25%;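 further: 0% = vehicle with enzyme and substrate and 100% = no enzyme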
Tn6 DDE FP – DD(E)-Tn6 binding inhibition, primary FP screen; P02675; Fibrin DD(E) TRITC-Tn6 fluorescence polarization displacement; inhibition, % at 8.3 µM; 370,000 compounds, 0.21% hits; AID 720509;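 active means inhibition above a per-campaign cutoff: mean of compounds within control limits plus 3 SD, cut at about 15% in these data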;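 further: 0% = median of all compound wells on the plate and 100% = blocking peptide control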
ARFGAP1 inh – inhibits rat ARF GTPase activating protein 1. Q62848. Arfgap1-stimulated ARF1 GTP hydrolysis, GDP FP detection. inhibition, % at 16.5 µM. 360,000 compounds, 0.26% hits. AID 651572;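 active means inhibition above a per-plate limit, mean inhibition of low control wells plus 3 SD, cut at about 25% in these data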;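 further: 0% = DMSO wells with enzyme and 100% = wells lacking Arfgap1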
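material = rat Arfgap1 catalytic domain, aa 1-136 | also added = human ARF1(Δ1-17)-GTP substrate | compound dosing = one concentration, 16.5 µM, DMSO 1.26% | times = GTP hydrolysis reaction 2 h at 25 °C | measured by = FP, GDP Alexa 633 tracer displaced from anti-GDP antibody, 620/688 nm | evaluation = percent inhibition of Arfgap1-stimulated GTP hydrolysis | replication = single well per compound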
SIAE primary – blocks human sialic acid acetylesterase. 370,000 compounds, 0.69% hits. inhibition, % at 9.66 µM. AID 1053197. SIAE FP-Rh probe binding, fluorescence polarization;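 active means inhibition above a cutoff: mean of compounds within the control limits plus 3 SD of those, cut at about 17% in these data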;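 further: 0% = plate median of compound wells and 100% = probe without SIAE protein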
Tn7 DDE FP – DD(E)-Tn7 binding inhibition, primary FP screen; FP displacement of FITC-Tn7 peptide from fibrin DD(E); 0% = median of compound wells per plate; 370,000 compounds, 0.13% hits; inhibition, % at 8.3 µM; P02675;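 active means inhibition above the mean of compounds falling within the control limits plus 3 SD of them, cut at about 14% in these data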;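 further: 0% = plate median of compound wells and 100% = 10 µM Aha-Tn7 peptide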
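Assay system: Human fibrin DD(E) protein | Medium: Tris buffer with calcium and detergent, pH 7.8 | Reagent: 0.1 µM fluorescent Tn7 | Compound dosing: Single point at 8.3 µM | Times: 10 min preincubation, 3 h with tracer, room temperature | Detection: Fluorescence polarization of the labelled Tn7 tracer | Controls: Aha-Tn7 high control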
TDP2 absorb – blocks human TDP2 phosphodiesterase activity | AID 720702 | 370,000 compounds, 0.34% hits | O95551 | recombinant TDP2, T5PNP hydrolysis, p-nitrophenol absorbance 415 nm | inhibition, % at 12.8 µM;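 active means inhibition above the mean of all tested compounds plus 3 SD, set per campaign, cut at about 25% in these data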;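 further: 0% = DMSO with enzyme and 100% = buffer with substrate but no TDP2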
Target sequence (O95551 whole entry, looked up): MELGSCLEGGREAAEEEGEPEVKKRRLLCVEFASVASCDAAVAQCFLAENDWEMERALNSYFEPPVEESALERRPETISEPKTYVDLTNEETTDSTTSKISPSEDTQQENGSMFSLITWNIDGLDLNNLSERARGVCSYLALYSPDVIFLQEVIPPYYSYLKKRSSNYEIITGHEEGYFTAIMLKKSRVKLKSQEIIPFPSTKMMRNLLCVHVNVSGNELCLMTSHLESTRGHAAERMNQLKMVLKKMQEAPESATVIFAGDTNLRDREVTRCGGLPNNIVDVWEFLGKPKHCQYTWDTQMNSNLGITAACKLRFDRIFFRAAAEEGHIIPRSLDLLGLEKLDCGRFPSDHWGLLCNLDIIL
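System – recombinant human TDP2 · Quantity – TDP2 enzyme at 120 nM final · Doses – single concentration, 12.8 µM nominal, with 1% DMSO · Incubation – 2 h at 37 °C · Measured by – epi absorbance of p-nitrophenol freed from T5PNP by hydrolysis · Read-out – % inhibition relative to enzyme-containing and enzyme-free wells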
The depositor's hits bear a star; i = inactive.

SMILES	PLCb3 inh	ADAM17 inh	PLCg1 inh	ADAM10 inh	ASAP1 GAP inh	Tn6 DDE FP	ARFGAP1 inh	SIAE primary	Tn7 DDE FP	TDP2 absorb
CC(Oc1ccccc1)C(=O)N1CCN(C(=O)C(C)Oc2ccccc2)CC1 (stereo not given)	-2	-1	-2	1	-7	5	9	8	-2	5
CCN1/C(=C2/SC(=S)N(NC(C)=O)C2=O)Sc2ccccc21	-9	6	3	1	-1	-1	8	1	-9	-23
O=C(CCC(=O)c1ccc(F)cc1)Nc1cc(Cl)cc(Cl)c1	4	4	4	9	-3	5	4	-6	-5	-4
CCN(CC)c1ccc(NC(=O)c2ccco2)c(C)c1	-1	-1	2	-5	7	-1	-3	4	-2	-1
Cc1nc2ccc(C(=O)N3CCSCC3)cc2s1	0	-4	1	-7	-2	-6	-4	81*	-3	10
CCOC(=O)C(Cc1ccccc1)NC(=O)Cn1nnc(-c2ccc(SC)cc2)n1 (stereo not given)	-6	4	-3	12	8	3	4	-10	3	-10
CC(C)CC1NC(=O)N(Cc2nc3ccccc3s2)C1=O (stereo not given)	-4	-2	5	11	1	2	-1	2	-1	-21
CN(Cc1ccccc1)C(=O)c1ccc(NC(=O)Cc2cccc(NC(=O)C3CCN(C(=O)C4CCCCC4)CC3)c2)cc1	-17	1	1	6	9	2	13	-12	5	2
Cn1ccc(C(=O)Nc2sc3c(c2C#N)CCC3)n1	-14	1	-7	1	-3	8	-14	0	0	-10
CCN(CC)C(=O)Cn1cc(S(=O)(=O)CC(=O)Nc2ccc(OC)c(OC)c2)c2ccccc21	-5	1	2	8	3	0	11	6	-3	3
Cc1cc(Br)cn2c(Cc3cccc(F)c3)c(-c3ccco3)nc12	-22	-3	-13	-8	1	0	-2	-6	0	0
Oc1[nH]c2ccccc2c1N=Nc1ccccc1F	-7	-2	-10	4	-8	-4	14	-25	-5	11
O=C(Cc1cccs1)N1CCC(c2nc3c(nnn3Cc3ccccc3)c(=O)[nH]2)CC1	12*	-4	10*	-6	10	-5	11	1	0	-4
COc1cccc(C(C(=O)NC2CCCCC2)N(C(=O)c2ccccn2)c2cccnc2)c1 (stereo not given)	3	-2	0	-8	4	9	7	0	-6	4
CCOc1ccc(-n2c(N)c(C(=O)NCC3CCCO3)sc2=S)cc1 (stereo not given)	6	5	7	7	2	5	1	2	-1	-4
COc1cc(-c2cc(=O)c3c(O)cc(O)cc3o2)cc(OC)c1OC	4	-1	4	-7	5	0	-7	-13	-3	-10
CN1CCN(CCNC(=O)Cn2c(=O)c3cccn3c3ccc(F)cc32)CC1	-6	-6	1	-6	11	-8	4	-4	-4	-10
Cn1cc(/C=C2/SC(=O)N(c3ccccc3)C2=O)c2ccccc21	1	-3	-3	-6	-10	1	-3	3	6	2
Cc1nc(SCc2cccc(Oc3ccccc3)c2)n[nH]1	-1	1	1	8	2	5	1	1	7	-3
Cc1cc(S(=O)(=O)N2CCN(Cc3ccccc3)CC2)c(C)s1	4	2	4	2	1	-2	5	3	8	-2
COc1ccc(NC(C)=[N+](C)CCNS(=O)(=O)c2ccc(Cl)cc2)cc1Cl	-12	-2	-2	-3	-2	7	-12	10	5	1
CCc1cc(=O)oc2c(C)c(O)c(CN3CCCCC3)cc12	i	i	i	i	5	-3	-2	-6	-4	-21
CCOc1ccc(-c2cc(C(=O)O)c3ccccc3n2)c(OCC)c1	-202	-9	-150	-32	-1	-1	3	7	-1	5
CC1CCN(C(=O)c2ccc(NS(=O)(=O)c3cccc4cccnc34)cc2)CC1	-4	-4	1	0	-9	5	4	-1	8	-3
CCOc1ccc(OCCCC(=O)O)cc1	4	0	4	-3	14	5	-6	5	-5	5
O=C(NCCCN1CCCC1=O)Nc1ccc(Cl)cc1	5	1	5	4	-1	0	11	1	-10	-4
Cc1cc2c(cc1S(=O)(=O)NCCc1ccc(Cl)cc1)OCC(=O)N2	1	-1	-2	1	-1	2	1	2	0	8
Cc1cc(C(=O)c2cccs2)c(N)s1	-11	-1	-8	-8	5	-2	-5	-6	-7	-11
CCCC1=C(C(=O)OCC)C(c2ccc(F)cc2)n2ncnc2N1 (stereo not given)	-3	-2	-4	1	-13	-1	6	1	4	4
COc1cc(NS(=O)(=O)c2ccc(Nc3nc(-c4cccc([N+](=O)[O-])c4)cs3)cc2)nc(OC)n1	-2	4	3	11	11	-9	11	9	-2	-2
CC(CC(=O)NCc1ccco1)S(=O)(=O)c1ccc2c(c1)CCN2C(=O)C1CC1 (stereo not given)	-14	-1	-7	-11	8	0	3	-4	-3	5
O=C(NNC(=O)C1CC1)c1cc(=O)[nH]c2ccccc12	-85	-27	-73	-112	-12	-4	4	-1	4	-6
CC(C)(C)c1ccc(CC(=O)N2CCC2(C)C(=O)Nc2cccc3cccnc23)cc1 (stereo not given)	-5	1	3	4	-15	4	8	-7	-2	-2
CCOC(=O)CCSc1nc2c(c(C(F)(F)F)c1C#N)CCC2	-27	-17	-12	-61	1	-7	4	-4	-4	-14
CCC(C)CNC(=O)c1[nH]c(C(F)(F)F)nc1-c1ccccc1 (stereo not given)	-2	-3	1	-3	7	-2	8	7	7	6
CC(C)Cn1c(=S)[nH]c2cc(C(=O)NCc3ccccc3F)ccc2c1=O	-9	-2	-8	-12	3	4	0	-5	-7	-4
O=C(Cc1ccc(NC2=NC3CS(=O)(=O)CC3S2)cc1)NCc1ccccc1 (stereo not given)	-2	-2	5	-12	-3	-3	-4	-2	0	4
CCC(=O)Nc1ccc(NC(=O)c2cc3ccccc3o2)cc1	-8	-1	-9	5	-6	-14	0	1	0	4
Cc1ccc(-c2csc(NC(=S)NC(=O)c3ccco3)n2)cc1	-4	-5	1	5	14	0	-7	-18	5	11
O=C(NCCCN1CCN(c2ccccc2F)CC1)Nc1ccc(F)cc1	0	0	1	8	-10	12	-9	6	-5	-19

By substructure, the entries above containing two or more sulfur atoms.
SMILES	PLCb3 inh	ADAM17 inh	PLCg1 inh	ADAM10 inh	ASAP1 GAP inh	Tn6 DDE FP	ARFGAP1 inh	SIAE primary	Tn7 DDE FP	TDP2 absorb
CCN1/C(=C2/SC(=S)N(NC(C)=O)C2=O)Sc2ccccc21	-9	6	3	1	-1	-1	8	1	-9	-23
Cc1nc2ccc(C(=O)N3CCSCC3)cc2s1	0	-4	1	-7	-2	-6	-4	81*	-3	10
CCOc1ccc(-n2c(N)c(C(=O)NCC3CCCO3)sc2=S)cc1 (stereo not given)	6	5	7	7	2	5	1	2	-1	-4
Cc1cc(S(=O)(=O)N2CCN(Cc3ccccc3)CC2)c(C)s1	4	2	4	2	1	-2	5	3	8	-2
Cc1cc(C(=O)c2cccs2)c(N)s1	-11	-1	-8	-8	5	-2	-5	-6	-7	-11
COc1cc(NS(=O)(=O)c2ccc(Nc3nc(-c4cccc([N+](=O)[O-])c4)cs3)cc2)nc(OC)n1	-2	4	3	11	11	-9	11	9	-2	-2
O=C(Cc1ccc(NC2=NC3CS(=O)(=O)CC3S2)cc1)NCc1ccccc1 (stereo not given)	-2	-2	5	-12	-3	-3	-4	-2	0	4
Cc1ccc(-c2csc(NC(=S)NC(=O)c3ccco3)n2)cc1	-4	-5	1	5	14	0	-7	-18	5	11

Ordered by molar mass (low to high): part of the list above
SMILES	PLCb3 inh	ADAM17 inh	PLCg1 inh	ADAM10 inh	ASAP1 GAP inh	Tn6 DDE FP	ARFGAP1 inh	SIAE primary	Tn7 DDE FP	TDP2 absorb
CC(C)CC1NC(=O)N(Cc2nc3ccccc3s2)C1=O (stereo not given)	-4	-2	5	11	1	2	-1	2	-1	-21
O=C(CCC(=O)c1ccc(F)cc1)Nc1cc(Cl)cc(Cl)c1	4	4	4	9	-3	5	4	-6	-5	-4
CC(CC(=O)NCc1ccco1)S(=O)(=O)c1ccc2c(c1)CCN2C(=O)C1CC1 (stereo not given)	-14	-1	-7	-11	8	0	3	-4	-3	5

Other results
SMILES	PLCb3 inh	ADAM17 inh	PLCg1 inh	ADAM10 inh	ASAP1 GAP inh	Tn6 DDE FP	ARFGAP1 inh	SIAE primary	Tn7 DDE FP	TDP2 absorb
COc1n[nH]c(C(=O)Nc2nc3ccccc3s2)c1[N+](=O)[O-]	2	4	5	7	-1	-6	4	-22	-3	-14
Cc1[nH]c2c(ccc3cccnc32)c1C	-16	-5	-11	1	-1	8	-3	5	3	-17
CC(C)(C)NC(=O)CN(C(=O)CNS(=O)(=O)c1ccc(Cl)cc1)c1ccc2c(c1)OCCO2	-4	-3	0	1	-14	3	6	-1	6	8
CSCC(O)Cn1ncc2ccccc2c1=O (stereo not given)	-4	5	8	8	8	3	-11	0	-1	-21
Cc1c(NS(=O)(=O)c2cc(C(=O)Nc3ccc(F)cc3Cl)ccc2Cl)c(=O)n(-c2ccccc2)n1C	-8	-1	-1	-1	14	-4	1	2	-5	2
O=C(NCc1ccccc1)C1c2ccccc2Oc2ccccc21	-3	3	7	4	-4	0	2	-7	1	-14
O=C(CS(=O)(=O)c1cn(CC(=O)N2CCOCC2)c2ccccc12)NCc1ccc(F)cc1	-1	-4	1	-2	-9	2	-1	-2	2	-2
CC(C)c1[nH]nc2c1C(C(C)C)C(C#N)=C(N)O2 (stereo not given)	-2	-2	0	-5	10	-8	-3	2	-6	2
CCc1nn(CC(=O)NCCCN(Cc2ccccc2)C(C)C)c(=O)c2cc3sccc3n12	-26	-1	-18	-7	1	4	9	4	0	0
COCCN(C(=O)COC(=O)CCCOc1ccccc1)c1c(N)n(Cc2ccccc2)c(=O)[nH]c1=O	1	-2	2	-9	-5	3	1	5	-1	7
CCCCNC(=O)CCCn1c(=O)c2ccccc2n(CC(=O)NCCC2=CCCCC2)c1=O	2	-5	3	6	10	9	7	-6	0	0
O=C(CCc1ccc(S(=O)(=O)N2CCOCC2)cc1)Nc1ccccc1F	-5	0	3	-6	7	-6	-4	-5	2	-6
O=C1C2C3C=CC(C3)C2C(=O)N1c1nccs1 (stereo not given)	3	5	6	3	12	9	-3	0	-1	-6

This is a random part of the collection. Share with any hit: about 3.6%.
